# Screening results as filed in PubChem BioAssay.
# Artemis inh: blocks endonuclease activity of human Artemis. Q96SD1. recombinant Artemis, quenched FAM hairpin cleavage fluorescence. inhibition, % at 10 µM. 0.78% of 30,000 active;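 active = at 10 µM dose, at least 30% inhibition, measured as corrected fluorescence normalized to stimulator and neutral control wells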
# Target sequence (Q96SD1 whole entry, looked up): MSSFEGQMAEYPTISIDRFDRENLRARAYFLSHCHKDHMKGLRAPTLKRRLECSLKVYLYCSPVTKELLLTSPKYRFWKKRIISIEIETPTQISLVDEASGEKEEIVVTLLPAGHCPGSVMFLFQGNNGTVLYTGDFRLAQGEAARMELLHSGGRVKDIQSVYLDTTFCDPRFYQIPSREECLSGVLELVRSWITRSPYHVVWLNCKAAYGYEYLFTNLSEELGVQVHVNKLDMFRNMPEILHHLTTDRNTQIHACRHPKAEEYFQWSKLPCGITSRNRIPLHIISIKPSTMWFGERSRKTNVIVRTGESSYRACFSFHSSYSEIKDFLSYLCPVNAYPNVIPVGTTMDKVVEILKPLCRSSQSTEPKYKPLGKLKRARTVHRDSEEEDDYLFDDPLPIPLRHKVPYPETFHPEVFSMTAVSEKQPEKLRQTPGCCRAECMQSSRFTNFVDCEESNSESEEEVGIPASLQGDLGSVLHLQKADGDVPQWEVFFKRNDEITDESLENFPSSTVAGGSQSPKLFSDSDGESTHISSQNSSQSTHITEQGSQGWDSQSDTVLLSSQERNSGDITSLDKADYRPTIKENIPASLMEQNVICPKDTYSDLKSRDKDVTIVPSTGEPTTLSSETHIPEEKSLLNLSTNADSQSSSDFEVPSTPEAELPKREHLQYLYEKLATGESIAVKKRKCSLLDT
# Starred values were filed as active, the others as inactive. Some of the compounds tested, so the mix of outcomes need not match the whole.
molecule | Artemis inh
Cc1c(O)ccc(-c2[nH]ncc2-c2nc3ccccc3s2)c1O | 7
CC1CCCCC1NCC(=O)Nc1ccccc1-c1ccccc1 (centres undefined) | 2
CN(C)S(=O)(=O)c1ccc(S(=O)(=O)N(CC(=O)Nc2ccccc2)CC2CCCO2)cc1 (centres undefined) | 5
CCOCc1nnc(NC(=O)c2c(OC)cccc2OC)s1 | 17
CCOC(=O)c1c(NCC2CCCO2)c2ccccc2[nH]c1=O (centres undefined) | -3
Cn1c(SCC(N)=O)nnc1C1CCN(C(=O)NCc2ccccc2)CC1 | 4
O=C(O)C(c1ccccc1)C1(O)CCCC1 (centres undefined) | -3
Cc1nc2oc(C(=O)c3ccc(Br)cc3)c(N)c2c2c1COC(C)(C)C2 | -2
Cc1nn(C)c(C(=O)Nc2ccc(S(=O)(=O)NC34CC5CC(CC(C5)C3)C4)cc2)c1Br | 19
CCCc1cc(=O)[nH]c(SCC(=O)N2CCN(c3ccc(F)cc3)CC2)n1 | 1
Cc1cccc(C(C)(C)C)c1OCCCCN1CCCC1 | 11
COc1ccc(S(=O)(=O)N(CCCN2CCOCC2)Cc2ccc(OC)c(OC)c2)cc1 | -11

# Following part:
molecule | Artemis inh
Cc1ccccc1NC(=O)CC1SCCNC1=O (centres undefined) | -3
CC1(C)Cc2ccccc2-c2nnc(-c3cccc(O)c3)n21 | -7
Cn1c(=O)n(CC(=O)OCc2ccccc2)c(=O)c2c1nc1n2CCCN1C1CCCCC1 | 2
COc1ccc(F)cc1S(=O)(=O)Nc1ccc(C)cc1 | -7
CCOC(=O)CCn1nc(-c2ccccc2)cc1N | -4
CC(C)(C)Cc1nnc(NC(=O)c2cc(-c3ccccc3)nc3ccccc23)s1 | 14
CCNc1nc(NCC)nc(OCCOC(C)=O)n1 | 16
CC1(c2ccc(Cl)c(Cl)c2)NC(=S)N2C1NC(=S)N2c1ccccc1 (centres undefined) | 2
O=C(CN1CCc2ccccc21)Nc1ccc2c(c1)OCO2 | 20
O=S(=O)(NCCNS(=O)(=O)c1cccs1)c1cccs1 | 0
CCCCCCn1c(C(C)O)nc2ccccc21 (centres undefined) | 8
COc1ccc(S(=O)(=O)N(CC(=O)N/N=C/c2cccs2)c2ccc(C)cc2)cc1OC | 3

# Continued.
molecule | Artemis inh
COC(=O)CSc1nc2c(c(=O)n(C)c(=O)n2C)n1CCC(C)C | 7
O=C(O)CCC(=O)NNC(=O)CCCOc1ccc(Cl)cc1Cl | -5
CC(=O)c1c(O)c(C)c(-c2ccccc2)n(-c2ccccc2)c1=O | -1
Cc1nn(-c2ccccn2)c2c1-c1nc(N3CCOCC3)ncc1CC2 | -3
COC(=O)c1[nH]c2ccc(C)cc2c1NS(=O)(=O)c1ccc(F)cc1 | 5
COc1cc(CC(=O)NCCc2ccc(OCc3ccccc3)cc2)c([N+](=O)[O-])cc1OC | 5
COc1ccccc1-c1nnc(NC(=O)c2ccc(S(=O)(=O)N(C)C)cc2)o1 | 7
O=C(c1ccc2snnc2c1)N1CCSCC1 | 4
O=C(Cc1ccccc1)N/N=C/c1ccccc1OCc1ccc(Cl)cc1 | 0
COc1ccc(OCCCC(=O)Nc2cccnc2)cc1 | 10
O=C(CSC1=NCCN1)NC12CC3CC(CC(C3)C1)C2 | 2
O=c1cccc(-c2ccc(Br)cc2)o1 | 2

# Of the compounds above, these contain a halogen:
molecule | Artemis inh
Cc1nc2oc(C(=O)c3ccc(Br)cc3)c(N)c2c2c1COC(C)(C)C2 | -2
Cc1nn(C)c(C(=O)Nc2ccc(S(=O)(=O)NC34CC5CC(CC(C5)C3)C4)cc2)c1Br | 19
CCCc1cc(=O)[nH]c(SCC(=O)N2CCN(c3ccc(F)cc3)CC2)n1 | 1
COc1ccc(F)cc1S(=O)(=O)Nc1ccc(C)cc1 | -7
CC1(c2ccc(Cl)c(Cl)c2)NC(=S)N2C1NC(=S)N2c1ccccc1 (centres undefined) | 2
O=C(O)CCC(=O)NNC(=O)CCCOc1ccc(Cl)cc1Cl | -5
COC(=O)c1[nH]c2ccc(C)cc2c1NS(=O)(=O)c1ccc(F)cc1 | 5
O=C(Cc1ccccc1)N/N=C/c1ccccc1OCc1ccc(Cl)cc1 | 0
O=c1cccc(-c2ccc(Br)cc2)o1 | 2

# (listing goes on)
molecule | Artemis inh
CSc1ncc(Cl)c(C(=O)NCc2ccc3c(c2)OCO3)n1 | -8
CN(C)S(=O)(=O)N(CC(=O)Nc1ccc2ccccc2c1)c1ccccc1 | 1
CCOC(=O)c1ccccc1NC(=O)CSc1nnc(C(C)C)n1CC | 1
COc1cccc2c1C(=O)O/C2=C/c1ccc2c(c1)OCO2 | -1
COc1cc(/C=N/NC(=O)C(C)n2nnc3ccccc32)ccc1O (centres undefined) | -11
Cc1cccc(OCC(=O)Nc2cc(C)on2)c1 | -7
Cc1ccnc(NC(=O)CCC(=O)N(CC(=O)NC(C)(C)C)C2CCCC2)c1 | -8
Cc1ccccc1NC(=O)CN1C(=O)S/C(=C\c2cccn2-c2cccc(C(=O)O)c2)C1=O | 22
COc1ccc(/C=N/NC(=O)c2cc(-c3ccccc3OC)nc3ccccc23)cc1COC(C)=O | -1
O=c1[nH]c(CN2CCN(c3ccccc3Cl)CC2)nc2ccsc12 | 3
COC(=O)C1=C(C)NC(=O)/C1=C\c1ccco1 | 0
O=C(NCCCN1CCOCC1)NC1CCCCC1 | -9

# (further entries)
molecule | Artemis inh
Cc1nc2ccc(NC(=O)NCCO)cc2s1 | 6
O=C(Nc1ccncc1)c1ccc2c(c1)OCCO2 | 7
CC1CN(C2CCCCC2)c2nc3c(c(=O)[nH]c(=O)n3C)n2C1 (centres undefined) | -6
COc1ccc(C(=O)CN2CCN(c3ccc(F)cc3)CC2)cc1OC | -6
CCOC(=O)CNC(=O)CNC(=O)c1ccc(OCC(C)C)cc1 | -4
CCOc1ccccc1NC(=O)CSc1nnnn1-c1ccccc1 | 1
COCc1cc(C)nc(N2CCN(Cc3ccccc3)CC2)c1C#N | -4
O=C1CCC(/C=C/c2ccccc2)=NN1Cc1ccc(Cl)c(Cl)c1 | 0
C=CCN(C(=O)CNC(=O)c1ccco1)C(C(=O)NC1CCCCC1)c1ccccc1F (centres undefined) | 2
Cc1cc(C)n(-c2ncnc3sc(C)c(C)c23)n1 | 6
CCCCOc1ccccc1Cn1c(=O)oc2ccccc21 | 0
O=S(=O)(Cc1ccccc1)c1ccccc1-c1nnc(-c2ccccc2)o1 | 0

# Remaining list, next part:
molecule | Artemis inh
O=C(Nc1ccc(F)cc1)c1cn(-c2ccccc2)nc1-c1ccncc1 | 5
Cc1ccccc1Nc1cc2ccccc2c(=O)[nH]1 | 31*
CCOC(=O)CNc1nc(C#N)nc(N2CCOCC2)n1 | 6
CSc1nc2c(c(-c3ccc(O)cc3)c1C#N)CCC2 | -1
Cc1cc(C)nc(SCC(=O)OCN2C(=O)c3ccccc3C2=O)n1 | -6
Cc1[nH]n(-c2ccccc2)c(=O)c1/C=N/NC(=O)c1cccc([N+](=O)[O-])c1 | 3
CCOc1cc(N2CCOCC2)c(OCC)cc1NC(=O)c1nc2nc(C)cc(C)n2n1 | 1
CCOC(=O)c1nnn(CC(=O)Nc2cc(F)ccc2F)c1C(=O)OCC | 2
CCOC(=O)C(C(=O)NCc1ccc(C)cc1)c1ncc(C(F)(F)F)cc1Cl (centres undefined) | -9
COc1cc2c(C#N)c(N3CCN(c4ccccc4OC)CC3)nc(N)c2c(N)n1 | 45*
CCOC(=O)c1sc(NC(=O)c2ccc(S(=O)(=O)N(C)C)cc2)nc1C | -3
CCn1c(SCC(=O)c2ccc(OC)cc2)nnc1C(C)NC(=O)c1ccc(OC)cc1 (centres undefined) | -5

# Continuation:
molecule | Artemis inh
O=c1nc2ccccc2c2n1CC(CN1CCN(c3ccccc3F)CC1)N2 (centres undefined) | -1
CCN(C(=O)c1ccc(C(C)(C)C)cc1)c1nnc(Cn2nnc3ccccc32)s1 | 11
Cc1ccc(C(=O)C(C)Oc2cccc(NC(=O)c3ccco3)c2)cc1 (centres undefined) | 4
Cc1cc(=O)n2c(-c3ccccc3C)n[nH]c2n1 | 21
CNC(=O)c1cc2ccc(OC)cc2oc1=O | 3
C/C(=N/NC(=O)c1ccc(C)s1)c1cccc(NC(=O)COc2ccc(Cl)cc2C)c1 | -1
COc1ccc(C(=O)Cc2cnn(-c3ccccc3)c2)c(O)c1 | 0
O=C(NCCc1ccccc1)c1ccc(=O)oc1 | -6
CC1CC(=O)c2cnc(Nc3cccc(C(F)(F)F)c3)nc2C1 (centres undefined) | 0
Cc1csc(NC(=O)CSc2nnc(-c3ccccc3)o2)n1 | 1
CCOC(=O)C1CCN(S(=O)(=O)c2cccc(-c3cn4cc(Cl)ccc4n3)c2)CC1 | 2
O=c1cc(-c2ccccc2)nc(SCc2ccc(Cl)cc2)[nH]1 | -7

# Continued.
molecule	Artemis inh
Cc1ccc2[nH]c3c(c2c1)CN(C(=O)CN1CC(C)OC(C)C1)CC3 (centres undefined)	8
CCCS(=O)(=O)N1CCCC(C(=O)NCCCN2CCN(c3cccc(Cl)c3)CC2)C1 (centres undefined)	-3
CCOC(=O)N1CCN(S(=O)(=O)c2ccc3[nH]cc(C(=O)O)c(=O)c3c2)CC1	-3
CCN1C(=O)NC2=C(C(=O)c3ccccc32)C1c1ccccc1F (centres undefined)	10
CCOc1ccc(CC2CC(=O)NC2=O)cc1 (centres undefined)	0
O=C(NC1CCCCCCC1)c1ccccc1O	0
COc1ccc(C(=O)NCC(=O)N2CCC(C)CC2)cc1OC	5
Cc1ccc(C(=O)O)cc1N1C(=O)c2cccc3cc(Br)cc(c23)C1=O	5
CCCCN(C(=O)Cn1nnc2ccccc21)C(C(=O)NCc1ccco1)c1ccncc1 (centres undefined)	1
COc1ccc(OCC(O)CN2C(=O)c3ccccc3S2(=O)=O)cc1 (centres undefined)	11

# (listing goes on)
molecule	Artemis inh
O=C1CC(N2CCN(c3ccccc3F)CC2)C(=O)N1c1ccc(F)cc1 (centres undefined)	-5
CCOc1ccc2[nH]c(=O)c(=O)[nH]c2c1	-9
CN1C(=O)c2cccc3c(S(=O)(=O)Nc4ccccn4)ccc1c23	0
N#Cc1ccccc1Sc1ccccc1C(=O)N1CCOCC1	2
CCOc1cccc(/C(O)=C2/C(=O)C(=O)N(Cc3ccco3)C2c2ccncc2)c1 (centres undefined)	5
CC(C)C1C(C#N)=C(N)Oc2n[nH]c(C(C)(C)C)c21 (centres undefined)	-7
O=C(Oc1cccc2cccnc12)c1ccc(Br)o1	0
N#Cc1c(N)nc(SCC(=O)NCCc2ccccc2)c(C#N)c1-c1cccs1	-5
CCOc1ccc(C(=O)NCc2ccncc2)cc1	-10
CC1=CC(C)(C)N(C(=O)CSc2nnc(N)s2)c2c(C)cc(C)cc21	0

# Going on with the list:
molecule	Artemis inh
COc1ccc(/C(=N\O)c2ncc(C(F)(F)F)cc2Cl)cc1	-3
CC(=O)NCCC(=O)Nc1ccc(F)cc1C	-1
O=C(CSc1c(Cl)cccc1Cl)N1CCC(c2nc3ccccc3s2)CC1	2
CCOc1ccc(NC(=O)CSc2nnc(-c3ccoc3C)n2CC2CCCO2)cc1 (centres undefined)	-4
CCOc1ccccc1Oc1ccc(C(F)(F)F)cn1	-5
COCCNC(=O)CN(c1ccc(OC)c(OC)c1)S(=O)(=O)c1ccc(C)cc1	-7
S=c1[nH]nc(-c2ccc(Br)cc2)n1Cc1ccco1	-4
CC1CCCC(C)N1/N=C/c1ccc(Cl)cc1 (centres undefined)	-3
COc1ccccc1NC(=S)NNC(=O)c1cc(C)n(C)n1	5
OCCN1CCN(CC(O)COCc2ccc3c(c2)OCO3)CC1 (centres undefined)	-4

# (listing goes on)
molecule	Artemis inh
CC1(C)Cc2c(c(-c3ccco3)[nH]c(=O)c2C#N)CS1	13
C=CCOc1ccc(CNn2nnnc2N)cc1	-7
COc1ccc(OC)c(S(=O)(=O)N(C)CC(=O)Nc2ccccc2OC)c1	-8
C=CCN1C(=O)/C(=C\c2ccc(Cl)cc2)N=C1SCC(=O)NC1CCCCC1	4
O=C(c1ccc2snnc2c1)N1CCN(c2ccccn2)CC1	-2
O=C(CCSc1nnc2ccc3ccccc3n12)Nc1ccc(F)cc1	-5
CCOC(=O)NC1C=CS(=O)(=O)C1 (centres undefined)	-5
CC(C)CCNC(=O)CCCOc1ccccc1	-3
COCCCNC(=O)Cn1nnc(-c2ccc(NC(=O)c3ccccc3F)cc2)n1	-6
COc1cccc(OC)c1C(=O)Nc1ccc2c3c(cccc13)CC2	2

# Next part.
molecule	Artemis inh
Cc1nc2nc(C)n(-c3ccccc3)c2s1	-1
C=CCn1c(C)c(C(C)=O)c(N2CCOCC2)nc1=S	0
CCOC(=O)/C(C#N)=C/c1ccc(OC)c(OC)c1	-1
CCN(C(=O)Cn1c(=O)oc2ccccc21)c1cccc(C(F)(F)F)c1	1
C(=N\c1nccs1)/Nc1nccs1	-2
O=C(O)c1ccc(CNCc2cccc(Cl)c2Cl)cc1	-3
COc1ccc(C)cc1NC(=O)CN1CCN(S(=O)(=O)c2ccc(C(C)C)cc2)CC1	12
Cc1cc(C)n(-c2nc3ccccc3c(=O)n2OC2CCCCC2)n1	-5
COc1ccccc1N1CCN(C(c2ccc(C)cc2)c2nnnn2C(C)C)CC1 (centres undefined)	8
CCCC(=O)c1cc(-c2nc3ccccc3n2C)n(C)c1	2

# (listing goes on)
molecule	Artemis inh
COc1ccc(C(=O)CSc2nnc(-c3ccccc3)o2)cc1	-3
COc1cccc(NS(=O)(=O)CC23CCC(CC2=O)C3(C)C)c1 (centres undefined)	-1
CC(C)C(=O)N1CCN(c2nc(-c3ccccc3)c3c(c2C#N)CC(C)(C)OC3)CC1	7
COc1ccccc1NC(=O)CN1CCCCC1	-11
CC(=O)Nc1cccc(S(=O)(=O)N2CCCCCC2)c1	0
COc1ccc(CCNC(=O)CCNS(=O)(=O)c2ccc3c(c2)CCN3C(C)=O)cc1OC	-1
CCOc1ccc2c(C)c(Cl)c(=O)oc2c1	-1
CCNC(=O)Cc1ccc(Br)cc1	-1
O=C(CCc1ccccc1)Nc1nc2ccc(S(=O)(=O)N3CCOCC3)cc2s1	2
O=C1NC(=S)S/C1=C1\Sc2ccccc2N1CCCS(=O)(=O)O	1
O=C(O)COc1ccc(-c2nnn(Cc3ccccc3F)n2)cc1	2
CCn1c(COc2ccc(Cl)cc2)nnc1SCC(=O)Nc1ccc2c(c1)OCCO2	-5
Cc1cccc(NC(=S)NC(=O)CCc2ccccc2)c1	1
